PDI inh: PDI (human) enzyme inhibition | inhibition, % at 10 µM | 350,000 compounds, 0.052% hits | PDI insulin aggregation turbidity, A650, 90 min | P07237;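 active = mean inhibition across replicates of 30% or more, whatever share of single replicates reach that level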;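 note: absorbance from insulin aggregation driven by PDI reduction with DTT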
MITF TRPM1 inh: inhibitors of MITF-driven TRPM1 promoter in melanoma cells; SK-MEL-5 TRPM1 promoter luciferase, 24 h; inhibition, % at 12.5 µM; 330,000 compounds, 0.83% hits; AID 488899;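 active = mean inhibition across replicates of 60% or more, whatever share of single replicates reaches that level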; note: values of inactives mirror those of a sister screen read the other way
HIF-2a block: inhibitors of HIF-2a. 786-0 RCC cells HIF-2a reporter, luciferase luminescence, overnight. inhibition, % at 18.8 µM. 360,000 compounds, 0.72% hits. AID 624352;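 active = inhibition of the luminescence signal of 40% or more relative to plate controls, in a single-dose primary screen at 18.75 µM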
hiPSC survival: enhancers of human iPSC single-cell survival; hiPSC single-cell survival, ATPlite luminescence; 100% = ROCK inhibitor wells, 0% = DMSO; survival enhancement, % at 20 µM; 360,000 compounds, 0.044% hits; in the data active = survival enhancement above about 18%;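 note: cells exposed to compounds for 16 hours before the ATP read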
CaV13 FRET inh: Disruptors of the CACNA1D IQ motif to Ca2+-dependent inactivation inhibitor domain association, primary screening, Förster resonance energy transfer in intact living …; inhibition, % at 12.3 µM; 340,000 compounds, 0.098% hits; HEK cells, CFP/YFP FRET ICDI-IQ, plate reader, 10 min; percent FRET-ratio fall versus neutral wells;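 active = mean replicate inhibition of at least 30% and at least 1% of replicates passing that level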;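 note: 0% = median of the neutral control wells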
NR2E3 ag-1: activates human NR2E3 receptor. CHO-S Gal4-NCOR/VP16-NR2E3 two-hybrid, luciferase. inhibition of corepressor binding, % at 3.98 µM. 360,000 compounds, 0.35% hits. AID 602229;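 active = inhibition above the mean of all tested compounds plus 3 SD, cut at about 70% in these data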;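 note: 0% = DMSO with NR2E3 transfected cells and 100% = cells lacking NR2E3 construct; higher means lower luciferase signal from less NR2E3 corepressor binding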
Target sequence (Q9Y5X4 whole entry, looked up, the tested form may be a part): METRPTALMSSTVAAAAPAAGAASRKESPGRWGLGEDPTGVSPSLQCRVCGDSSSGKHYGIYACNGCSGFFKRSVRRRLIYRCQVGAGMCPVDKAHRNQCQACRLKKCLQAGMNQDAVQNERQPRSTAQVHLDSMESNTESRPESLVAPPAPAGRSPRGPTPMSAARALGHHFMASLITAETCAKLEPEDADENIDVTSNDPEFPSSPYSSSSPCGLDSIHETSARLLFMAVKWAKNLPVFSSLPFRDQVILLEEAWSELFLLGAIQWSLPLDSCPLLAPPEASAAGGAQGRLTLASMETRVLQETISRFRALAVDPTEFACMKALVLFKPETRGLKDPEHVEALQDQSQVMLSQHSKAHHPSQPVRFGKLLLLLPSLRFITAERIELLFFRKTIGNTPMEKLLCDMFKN
NR2E3 ag-2: NR2E3 (human) agonism | Q9Y5X4 | GST-NR2E3/biotin-RetCOR TR-FRET, 1536-well | inhibition of corepressor binding, % at 4.78 µM | 320,000 compounds, 0.12% hits | AID 2300;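 active = percent inhibition above the cutoff of mean plus 3 SD of all tested compounds, set per screening campaign, cut at about 20% in these data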;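 note: 0% = DMSO wells and 100% = biotin wells as full block of FRET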
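system = GST-tagged NR2E3 plus biotinylated RetCOR corepressor | input = 1.35 nM GST-NR2E3 | also added = 7 nM biotin-RetCOR | schedule = 5 h incubation at 4 °C | measured by = TR-FRET with europium anti-GST and streptavidin-D2, 340 nm excitation | read-out = percent loss of FRET ratio relative to control wells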
Peg3 promoter: Peg3 promoter activity inhibition. HeLa PEG-Prom luciferase reporter, luminescence, overnight. inhibition, % at 20 µM. 360,000 compounds, 1.7% hits;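 active = inhibition of at least 50% at 20 µM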
Shn3 3UTR inh: reduces Shn3 3'UTR luciferase signal in osteoblasts | AID 588674 | inhibition, % at 12.5 µM | Clone20 osteoblast Shn3 3'UTR firefly luciferase, 24 h | 360,000 compounds, 0.52% hits;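 active = mean inhibition of at least 75% with every replicate also reaching 75%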;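 note: 0% = median of neutral control wells and 100% = pilot-screen positive control compound; some compounds past the cut are filed as inactive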
H9c2 protect: myocardial damage modulation in H9c2 cells. H9c2 cardiomyocytes, H2O2 injury protection, ATPLite, 2 h. protection from H2O2 cell death, % at 20 µM. 360,000 compounds, 0.63% hits;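 active = compounds giving at least 50% protection of heart cells from peroxide-induced death in the single-dose screen, raw or plate-pattern-corrected value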;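 note: 0% = DMSO wells with peroxide and 100% = DMSO wells without peroxide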
m5-HT2A agonist: mouse HTR2A agonism via beta-arrestin recruitment; AID 624169; 360,000 compounds, 0.66% hits; P35363; activation, % at 7.6 µM; CHO-K1 mHTR2A beta-arrestin complementation, luminescence; percent of 30 µM serotonin response;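 active = activation above a run cutoff, the mean activation of all tested compounds plus 3 SD, cut at about 14% in these data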;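 note: 0% = plate median of compound wells and 100% = 30 µM serotonin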
Target sequence (P35363 whole entry, looked up): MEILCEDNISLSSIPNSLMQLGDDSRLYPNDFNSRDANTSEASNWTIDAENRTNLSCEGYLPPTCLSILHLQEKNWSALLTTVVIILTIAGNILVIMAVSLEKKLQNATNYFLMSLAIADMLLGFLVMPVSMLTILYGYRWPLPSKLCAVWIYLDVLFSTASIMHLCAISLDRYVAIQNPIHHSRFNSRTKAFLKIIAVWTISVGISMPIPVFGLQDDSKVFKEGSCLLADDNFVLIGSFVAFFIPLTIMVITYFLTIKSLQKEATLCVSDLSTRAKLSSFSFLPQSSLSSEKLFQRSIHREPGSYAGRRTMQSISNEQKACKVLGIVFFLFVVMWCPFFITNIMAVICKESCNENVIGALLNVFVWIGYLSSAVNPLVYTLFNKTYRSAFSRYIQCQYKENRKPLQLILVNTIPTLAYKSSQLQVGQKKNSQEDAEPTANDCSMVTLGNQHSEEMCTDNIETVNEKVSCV
An asterisk follows results filed as active; / = no result given; & = joins results of further samples. Hits appear at their usual frequency; 3.9% or so of the library scored in one or more.

SMILES	PDI inh	MITF TRPM1 inh	HIF-2a block	hiPSC survival	CaV13 FRET inh	NR2E3 ag-1	NR2E3 ag-2	Peg3 promoter	Shn3 3UTR inh	H9c2 protect	m5-HT2A agonist
CCCCCn1c(=O)c2ccccc2n2c(CCl)nnc12	1	21	20	-0.3	-5	-4	1	48	-9	0	2
NC(=O)c1cc2cc(Cl)ccc2o/c1=N/NC(=O)c1cccs1	-16	-17	-67	-0.4	-15	-43	-5	-84	-7	4	-3
CN(C)S(=O)(=O)c1ccc(NC(=O)CSc2ncnc3ccccc23)cc1	0	11	23	1.0	-3	5	-1	14	4	1	-4
CC(C)N1CCC1(C)C(=O)Nc1ccc(-n2cccc2)cc1 (stereo not given)	-8	/	-13	-2.6	-7	-2	/	-11	-19	8	-2
C[C@]12C=CC(=O)C=C1CC[C@@H]1C2C(O)C[C@@]2(C)C1CC[C@]2(O)C(=O)COC(=O)CCC(=O)NC(CC(=O)O)C(=O)O (stereo not given in full)	-8	5	23	0.2	-3	18	0	-13	-7	-3	8
CCOc1ccc(NC(=O)c2ccc(N3CC4CC(C3)c3cccc(=O)n3C4)c(NC(=O)CCN3CCOCC3)c2)cc1 (stereo not given)	-4	10	12	-0.2	-2	-16	1	7	12	3	-2
O=C(Nc1cccc2ccccc12)C12CC3CC(C1)CC(n1cnc([N+](=O)[O-])n1)(C3)C2	19	21	30	3.5	/	-3	4	36	14	-9	-1
COc1ccc(CCNC(=S)N2CCN(S(=O)(=O)c3ccc(F)cc3)CC2)cc1	6	-4	13	-0.3	-2	10	1	5	2	-6	0
CC1=NC(C)(C)CC2CCC(O)C12 (stereo not given)	-5	0	2	0.5	-13	11	/	-18	-2	-1	7
COc1nc(-c2ccc3c(c2)OCO3)n(-c2ccc(NC(=O)CSc3ccccc3)cc2)n1	-3	-9	15	-2.6	-5	17	3	12	-47	-2	-5
O=C1Nc2ccccc2C1=Nc1ccc(-c2nnc3n2CCCCC3)cc1	5&7	-6&11	17&20	5.8&-2.4	-5&1	-33&-3	2	9&28	7&12	-4&-4	1&6
Cc1ccc(/C=C/C(=O)OCC(=O)NCc2ccccc2)o1	-4	0	5	-0.6	-5	-23	/	11	-19	-6	-3
CCOCCCNC(=O)/C(C#N)=C/c1cc(Br)c(O)c(Br)c1	1	16	21	0.5	/	18	/	-3	/	-3	0
COc1ccc(O)c(CN2CCCC(N3CCN(c4ccc(F)cc4)CC3)C2)c1 (stereo not given)	6	7	4	-0.7	-4	-2	0	8	-2	7	-8
Cc1ncoc1C(=O)N1CCc2c([nH]c3ccccc23)C1c1ccccc1F (stereo not given)	-2	7	0	2.3	-5	-24	5	9	5	-1	-2
Cc1ccc(C(C(=O)NCC2CCCO2)N(C(=O)c2snc(C(N)=O)c2N)c2ccc3c(c2)OCCO3)cc1 (stereo not given)	6	14	9	-0.5	-3	13	2	-4	8	3	-9
CC(=O)NCc1ccc(S(=O)(=O)N2CCN(c3ccccn3)CC2)cc1	5	5	4	0.3	-4	-3	0	9	-23	1	6
COCC(=O)N(Cc1cc2ccc(C)c(C)c2n2nnnc12)C1CCCC1	2	-4	21	2.8	6	-10	3	23	-43	1	3
Cc1ccc(-c2nnn(CC(=O)N(c3ccc(F)cc3)C(C(=O)NC3CCCC3)c3ccco3)n2)o1 (stereo not given)	-5	-8	-2	-1.2	-5	-3	4	36	15	-3	-2
COCCC(=O)N1CCC(Oc2ccc(C(=O)NCc3ncc(C)[nH]3)cc2)CC1	-4	7	6	-0.4	/	-11	5	-6	19	2	13
Cc1ccsc1C(=O)OCC(=O)Nc1cccc(F)c1	-4	-65	-142	0.5	-2	-4	2	-227	-58	-4	-1
NC(=O)c1ccc(-n2nnnc2SCC(=O)Nc2ccccc2)cc1	-4	-5	8	0.6	-18	4	1	12	5	-5	6
Cc1ccc(NC(=O)CCNS(=O)(=O)c2ccc3[nH]c(=O)oc3c2)cc1N(C)C	-1	2	8	2.6	-3	5	5	-8	10	5	-3
O=C(CCNS(=O)(=O)c1ccc(Br)cc1)NCCc1ccc(Cl)cc1	9	2	11	0.6	-2	25	0	10	16	-6	-7
COc1ccc(-c2csc(NC(=O)CCCc3nc4ccccc4c(=O)[nH]3)n2)cc1OC	-8	10	0	-0.3	-15	-11	-1	9	1	91*	0
CC(Oc1ccc(Cl)cc1Cl)C(=O)NCCCn1ccnc1 (stereo not given)	-2	-16	11	-0.2	0	-1	2	18	10	-2	9
CC(OC(=O)c1ccncc1)C(=O)Nc1cccc([N+](=O)[O-])c1 (stereo not given)	-13	9	9	-1.4	-1	-25	-2	-3	-9	-1	-1
CSc1ccc(/C=N/n2c(C)nc3ccccc3c2=O)cc1	-3	-10	-64	-0.6	-21	-24	/	-35	-9	1	2
Cc1nn(Cc2ccc(Cl)cc2Cl)c(C)c1NC(=O)c1sc2ccccc2c1Cl	1	9	8	-1.4	-4	-6	0	6	-2	-11	5
CCN(CC)CCn1c(C)nc2ccccc21	3	3	17	-0.4	-3	0	0	8	-8	-5	0

Pulled one by one from the list above:
SMILES	PDI inh	MITF TRPM1 inh	HIF-2a block	hiPSC survival	CaV13 FRET inh	NR2E3 ag-1	NR2E3 ag-2	Peg3 promoter	Shn3 3UTR inh	H9c2 protect	m5-HT2A agonist
COCC(=O)N(Cc1cc2ccc(C)c(C)c2n2nnnc12)C1CCCC1	2	-4	21	2.8	6	-10	3	23	-43	1	3
CC(=O)NCc1ccc(S(=O)(=O)N2CCN(c3ccccn3)CC2)cc1	5	5	4	0.3	-4	-3	0	9	-23	1	6
CCN(CC)CCn1c(C)nc2ccccc21	3	3	17	-0.4	-3	0	0	8	-8	-5	0

(more compounds)
SMILES	PDI inh	MITF TRPM1 inh	HIF-2a block	hiPSC survival	CaV13 FRET inh	NR2E3 ag-1	NR2E3 ag-2	Peg3 promoter	Shn3 3UTR inh	H9c2 protect	m5-HT2A agonist
Cc1ccc(S(=O)(=O)N2CCCN(C(=O)c3cc4ccccc4[nH]3)CC2)cc1	8	14	-127	-0.6	-2	-37	3	-63	-34	-10	-4
CCOC(=O)c1c(C)oc2c1c1c(c3ccccc32)OCN(Cc2cccnc2)C1	-8	-23	8	-0.7	/	-112	/	-278	-120	5	6
O=C(N/N=C/c1ccc(Br)o1)c1cc([N+](=O)[O-])cc([N+](=O)[O-])c1	9	16	15	1.3	4	-4	4	14	7	20	4
Cc1ccccc1-c1ccc2c(c1)O[C@@H](CN(C)Cc1ccc(C(=O)O)cc1)[C@@H](C)CN([C@H](C)CO)S2(=O)=O	2	/	-1	-0.6	-2	-23	/	7	-31	3	0
O=C(O)c1ccccc1-c1nc2ccccc2c(=O)n1O	-4	-1	7	0.0	-2	11	-1	-1	19	-7	-3
CCC(CC)C(=O)Nc1cccc(C(=O)Nc2ccc(S(=O)(=O)Nc3ccc(C)cc3)cc2)c1	3	8	-50	-1.4	-9	5	1	37	60	-7	3
CCCN1Cc2cccc(C(=O)NCc3ccc4c(c3)OCO4)c2C1=O	9	-2	6	-0.5	/	-3	4	13	-10	8	-3
CC(=O)Nc1ccccc1NC(=O)CC(C)(C)C	-1	5	11	-0.6	-3	0	3	0	3	0	1
CCC(CC)CN1CCC(CN2C(=S)NC[C@@H]2[C@@H](C)CC)CC1	-4	12	-5	-0.7	-10	-45	/	-3	-25	0	-7
CCOC(=O)c1ccc(Nc2nnc3nc(C)cc(C)n23)cc1	0	0	6	0.0	-4	22	1	-15	2	-2	1
Cc1ccc(C)c(CS(=O)(=O)c2cn(CC(=O)N3CCC(C)CC3)c3ccccc23)c1	-5	0	15	-1.1	-5	-7	-1	16	3	-1	4
Cc1cccc(OCC(=O)Nc2ccc(C(=O)Nc3ccccc3C(=O)O)cc2)c1C	-9	6	-18	0.3	-3	-5	5	3	-3	7	-3
CC[N+]1(C)CC2CCC(C)(C1)C2(C)C (stereo not given)	-1	3	13	0.0	10	-5	/	12	-7	-8	2
CCCCN1CNC(=S)N(CCc2ccc(OCC)c(OCC)c2)C1	4	6	12	-0.5	-5	-8	1	19	8	-4	5
CCC(C(=O)NCc1ccc(C)cc1)c1ccccc1 (stereo not given)	-5	7	24	0.7	2	-2	1	12	8	2	-2
COCCNC(=O)CN1CCOc2ccccc21	/	12	4	-1.2	8	-4	0	0	-13	-6	0
COCCN(CCOC)C(=O)CN1C(=O)NC2(CCCc3sccc32)C1=O (stereo not given)	-15	6	5	0.2	-2	-36	-1	7	-7	-1	-7
CSc1ccccc1C(=O)C1CCCN(S(=O)(=O)N(C)C)C1 (stereo not given)	1	-6	-1	-0.5	5	15	-1	9	5	-2	-1
CCN(CC)C(=O)c1ccc(NS(=O)(=O)c2ccccc2)cc1	4	15	14	-2.3	/	7	2	8	15	-1	1
CCCOc1ccc(N2C(=O)CC(SCC(N)C(=O)OCC)C2=O)cc1 (stereo not given)	10	2	20	0.6	-20	-1	-2	3	7	-1	-3
Cc1nc(NCCO)c(C#N)c2c1COC(C)(C)C2	-2	1	1	1.4	-5	4	-1	2	1	3	4
COc1ccc(CCC(=O)NNC(=O)c2cc(Cl)ccc2OC)cc1	-3	0	-8	0.0	-2	0	5	-6	-27	10	2
O=C(O)c1ccc(NC(=S)Nc2ccccc2)cc1	-1	4	-33	-0.6	-5	7	-1	-28	-20	-2	4
C=CCNC(=O)/C(C#N)=C/c1ccc(SC)cc1	-7	-19	-1	-1.6	-4	13	-3	-14	2	-3	-4
Cc1ccccc1[C@H](NC1c2ccccc2C=Cc2ccccc21)P(=O)(c1ccccc1)c1ccccc1	/	/	-17	0.0	-6	11	/	/	/	/	-2
CCN(Cc1ccc2c(c1)OCCO2)C(=O)CN1C(=O)NC2(CCCCC2)C1=O	11	-6	-1	-0.4	-2	15	1	-9	-9	-1	2
CN(Cc1ccccc1)C(=O)CN1CCN(S(=O)(=O)c2ccc(Cl)c(Cl)c2)CC1	14	-6	15	-0.3	-4	-13	6	19	-14	2	3
N#CC1=C(N)Oc2cc(N)ccc2C1c1ccc(F)cc1 (stereo not given)	-5	10	8	2.3	-5	-26	-2	30	-6	1	-5
O=[N+]([O-])c1ccc(/C=N/Nc2nc(N3CCCCC3)nc(N3CCCCC3)n2)cc1	-11	3	-4	0.8	-5	-40	2	20	2	1	0
CCOc1cccc(/C=N/NC(=S)NCCN2CCOCC2)c1O	4	7	-27	-1.0	-5	16	-1	18	15	-7	-6
CC(=O)c1ccc2c(c1)C1C=CCC1C(C(=O)O)N2 (stereo not given)	14	3	4	-0.1	-4	-59	/	-1	1	-1	-4
CCCNC(=O)c1ccccc1NC(=O)Cc1ccc(OC)c(S(=O)(=O)N2CCOCC2)c1	0	12	8	-0.1	-2	-29	0	-2	4	-1	-2
